Screening data (PubChem)
PRC2 inh: EZH2/PRC2 methyltransferase inhibitors, primary screen, biochemical, DELFIA time-resolved fluorescence, single point | 57,000 tested, 0.35% active | inhibition, % at 12.5 µM | PRC2 H3K27 methylation, DELFIA TRF, 1 h | Histone-lysine N-methyltransferase EZH2 (Homo sapiens), Q15910 | AID 651548, 2012;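 active = mean inhibition of replicates at least 50% and every single replicate also reaching 50%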;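 note: dimethyl H3K27 on biotinylated H3 21-44 peptide detected by antibody; plate controls were median neutral control wells for no effect and median positive control wells for full effect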
IDH1 R132H inh: inhibitors of IDH1 R132H reductase, primary screen, biochemical, plate reader, single point | Isocitrate dehydrogenase [NADP] cytoplasmic (Homo sapiens), O75874 | diaphorase/resazurin fluorescence, 60 min | inhibition, % at 10 µM | 70,000 tested, 0.18% active | AID 624101, 2012; in the data active = inhibition above about 34%;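 note: 0% = DMSO and 100% = no enzyme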
An asterisk follows results filed as active; x = no result given.

Value order: IDH1 R132H inh | PRC2 inh
> CCCCCOc1c(OC)ccc2cc(C(=O)NCc3ccc4c(c3)OCO4)c(=O)[nH]c12
 : -1.4 | 43
> CC(C)(C)C(=O)C(Oc1ccc(Cl)cc1)n1cncn1 (configuration not stated)
 : 0.7 | x
> C[C@@H]1CN([C@H](C)CO)C(=O)CCCn2nncc2CO[C@H]1CN(C)C(=O)Oc1ccccc1
 : x | 4
> C=CC1CN2CCC3(C(=O)Nc4ccccc43)C2CC1/C(=C/OC)C(=O)OC (configuration not stated)
 : 0.0 | x
> CCOP(=S)(OCC)Oc1ccc2c(C)c(Cl)c(=O)oc2c1
 : -0.2 | 10
> CCC(CO)(C(=O)OC1CC2CCC(C1)N2C)c1ccccc1 (configuration not stated)
 : 2.0 | x
> CC1=C(C(=O)Nc2ccccc2)SCCO1
 : 0.3 | 4
> Cc1nc(N)sc1CCN
 : -1.4 | -12
> C=CCN1CC[C@]2(C)c3cc(O)ccc3CC1[C@@H]2C
 : 0.2 | x
> CC(C)c1cc2c(cc1O)[C@@]1(C)C[C@@H](O)CC(C)(CO)C1CC2 (some centres not stated)
 : 4.7 | -5
> C=C1C/C(=C/C)C(=O)O[C@@H]2CCN3CC=C(COC(=O)[C@]1(C)O)[C@H]23
 : -0.6 | -9
> Cc1ccc(C[N+](C)(C)C)o1
 : 0.2 | -6

Full records from above.
C=CC1CN2CCC3(C(=O)Nc4ccccc43)C2CC1/C(=C/OC)C(=O)OC (configuration not stated) across the screens: IDH1 R132H inh = 0.0; PRC2 inh = x
C=CCN1CC[C@]2(C)c3cc(O)ccc3CC1[C@@H]2C across the screens: IDH1 R132H inh = 0.2; PRC2 inh = x

Structural class, those above containing a Cl atom
Value order: IDH1 R132H inh | PRC2 inh
> CC(C)(C)C(=O)C(Oc1ccc(Cl)cc1)n1cncn1 (configuration not stated)
 : 0.7 | x
> CCOP(=S)(OCC)Oc1ccc2c(C)c(Cl)c(=O)oc2c1
 : -0.2 | 10

These rows are one share of the data; rates above refer to the full screens.
